Screening data: PubChem BioAssay, Broad Institute
SIRT5 block = SIRT5 desuccinylase inhibitors, primary screen, biochemical, fluorescence imaging, single point, set 5; NAD-dependent protein deacylase sirtuin-5, mitochondrial (Homo sapiens), Q9NXA8; Purified SirT5, succinyl-peptide AMC, trypsin-coupled fluorescence; inhibition, % at 15 µM; 330,000 compounds, 1.1% hits; in the data active means inhibition above about 15%; inconclusive means no clear call, values can overlap the other calls
Target sequence (Q9NXA8 whole entry, looked up): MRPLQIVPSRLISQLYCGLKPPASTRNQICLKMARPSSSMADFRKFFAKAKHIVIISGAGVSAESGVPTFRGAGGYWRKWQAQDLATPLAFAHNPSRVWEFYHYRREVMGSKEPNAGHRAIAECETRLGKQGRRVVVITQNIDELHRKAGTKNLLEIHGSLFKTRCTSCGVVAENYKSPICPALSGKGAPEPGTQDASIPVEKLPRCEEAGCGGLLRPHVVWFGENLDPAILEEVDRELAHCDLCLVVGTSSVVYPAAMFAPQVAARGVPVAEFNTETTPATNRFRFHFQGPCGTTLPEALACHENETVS
miR-122 sensor = miR-122 Renilla sensor signal increase in Huh7, primary screen, miR-122 inhibitor project, cell-based, single point, plate reader | 340,000 compounds, 0.3% hits | AID 602342, 2012 | Huh7 miR-122 Renilla luciferase sensor, 48 h; neutral wells = 0, positive control = 100 | activation (reporter increase), % at 12.5 µM;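 active means mean replicate activation score at least 90 and every replicate individually at or above 90; inconclusive means only one of the two criteria met; inactive means neither criterion met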;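 further: higher luciferase means less miR-122 activity so hits act as miR-122 inhibitors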
ERAP1 HTS inh = human ERAP1 aminopeptidase inhibitors, primary screen, biochemical, single point, plate reader; AID 652197, 2013; inhibition, % at 10.7 µM; Endoplasmic reticulum aminopeptidase 1 (Homo sapiens), Q9NZ08; recombinant ERAP1, Leu-AMC fluorescence, 60 min; 340,000 compounds, 0.15% hits;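 active means mean replicate inhibition of at least 30%, or all replicates individually reaching that 30% level; inactive means mean below 30% and not every replicate reaching it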;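 further: 0% = neutral control wells and 100% = L-leucinethiol positive control wells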
CASP6 VEID inh = human caspase-6 inhibitors, primary screen, biochemical, VEID-R110 fluorescence, single point, set 2; 350,000 compounds, 0.53% hits; AID 686996, 2013; inhibition, % at 12.5 µM; P55212; purified caspase-6, Z-VEID-R110 cleavage fluorescence;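 active means mean inhibition across replicates at least about 35%, with every replicate also reaching that limit, limit read from the data; inconclusive means only one of the two criteria met; inactive means neither criterion met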;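 further: 0% = median of neutral control wells and 100% = no fluorescence left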
Target sequence (P55212 24-179 limits assumed): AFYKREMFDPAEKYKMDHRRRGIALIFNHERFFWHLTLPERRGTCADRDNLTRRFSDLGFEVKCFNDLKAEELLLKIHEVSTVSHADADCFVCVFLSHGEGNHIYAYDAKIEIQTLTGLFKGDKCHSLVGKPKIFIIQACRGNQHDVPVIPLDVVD
Target sequence (P55212 194-293 limits assumed): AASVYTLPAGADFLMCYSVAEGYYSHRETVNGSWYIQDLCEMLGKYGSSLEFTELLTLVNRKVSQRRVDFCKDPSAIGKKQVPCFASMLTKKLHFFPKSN
DENV2 CPE rescue = inhibitors of DENV2 cytopathic effect, primary screen, cell-based, plate reader, single concentration | CPE inhibition, % at 9.99 µM | DENV2-infected cells, cytopathic effect rescue | 350,000 compounds, 1.7% hits; in the data active means CPE inhibition above about 20%, passing the limit was not always enough; inconclusive means no clear call, values can overlap the other calls; tested in BHK-21 cells;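 further: 0% = median of neutral control wells and 100% = median of positive control wells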
CFTR F508del cor = F508del CFTR correction, initial screen, CFBE line, single point; AID 720511, 2013; activity (quench increase), % at 7.58 µM; CFBE cells, YFP halide quenching; stimulated with forskolin plus potentiator P3; % fluorescence drop versus neutral controls; 350,000 compounds, 0.36% hits;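 active means mean added fluorescence quench of at least 8% versus neutral control, with both replicates also reaching 8%; inconclusive means only one of the mean or replicate conditions met; inactive means mean below 8% and not both replicates reaching 8%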;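 further: cells transiently co-express mutant CFTR-F508del with the halide-sensitive YFP; corrector assay measuring rescue of mutant channel to the surface after 24 h compound exposure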
ERp5 inh = inhibitors of ERp5-driven insulin aggregation, primary screen, biochemical, turbidity, absorbance 650 nm, single point; AID 651711, 2012; 90 min; 350,000 compounds, 0.05% hits; Protein disulfide-isomerase A6 (Homo sapiens), Q15084; inhibition, % at 9.99 µM;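 active means mean replicate inhibition above about 25%, with every replicate also reaching it, limit read from the data, passing the limit was not always enough; inconclusive means only one of those two criteria met; inactive means neither criterion met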
Target sequence (Q15084 whole entry, looked up): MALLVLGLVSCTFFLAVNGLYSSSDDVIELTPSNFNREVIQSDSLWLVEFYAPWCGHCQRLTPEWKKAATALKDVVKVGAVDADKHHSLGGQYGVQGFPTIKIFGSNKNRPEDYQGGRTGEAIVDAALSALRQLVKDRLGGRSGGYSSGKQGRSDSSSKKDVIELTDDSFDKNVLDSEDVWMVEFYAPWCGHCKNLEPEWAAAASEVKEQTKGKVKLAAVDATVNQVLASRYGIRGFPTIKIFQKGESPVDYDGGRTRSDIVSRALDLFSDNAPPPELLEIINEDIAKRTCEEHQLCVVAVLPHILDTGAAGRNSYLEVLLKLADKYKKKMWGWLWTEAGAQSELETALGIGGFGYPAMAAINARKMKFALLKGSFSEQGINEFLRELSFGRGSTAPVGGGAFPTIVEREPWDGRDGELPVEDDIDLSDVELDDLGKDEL
Active calls of the source: *; ? = inconclusive; · = no result given; & = joins results of further samples; [ ] = remark or other dose.

Field names – A = SIRT5 block; B = miR-122 sensor; C = ERAP1 HTS inh; D = CASP6 VEID inh; E = DENV2 CPE rescue; F = CFTR F508del cor; G = ERp5 inh
O=C(O)Cn1ccc2cc(S(=O)(=O)N3CCCCC3)ccc21
  A: ·	B: 3	C: -1	D: 0	E: 18	F: 1.2	G: -5

CC1(C(=O)NS(=O)(=O)c2ccccc2)CCN1C(=O)Cc1ccccc1 (configuration not stated)
  A: -1	B: -6	C: 0	D: 1	E: 3	F: -4.2	G: 0

CN(C)/C=N/c1nc2nccc(-c3ccccn3)n2n1
  A: -1	B: ·	C: -1	D: 3	E: 4	F: -4.0	G: -1

O=C1/C(=C/c2ccccc2)SC(=S)N1N1C(=O)C2CC2C1=O (configuration not stated)
  A: 1	B: ·	C: 1	D: 3	E: -4	F: -0.2	G: 1

Cc1ccc(/C=N/NC(=O)c2cc3ccccc3cc2O)o1
  A: 1	B: -1	C: -4	D: -2	E: ?	F: 0.4	G: 1

C[C@H](CO)N1C[C@H](C)[C@@H](CN(C)Cc2ccccc2)Oc2ncc(C#CCc3ccccc3)cc2C1=O
  A: 9	B: ·	C: -3	D: 1	E: -2	F: 0.4	G: 0

Nc1cc(C(=O)OCC(=O)NCCC2=CCCCC2)ccc1Cl
  A: 2	B: -2	C: -3	D: 2	E: -10	F: -3.1	G: -10

CCCNC(=O)N1CC2(CN(Cc3cccnc3)C2)c2c(n(C)c3cc(OC)ccc23)[C@H]1CO
  A: 1	B: ·	C: -2	D: -5	E: -3	F: -0.3	G: 5

CCSc1nnc(N2C(=O)C(O)=C(C(=O)c3ccco3)C2c2cccc(OC)c2)s1 (configuration not stated)
  A: 0	B: -2	C: 14	D: ·	E: 1	F: 9.3*	G: 3

Cc1nc(C)c(C(=O)OCC(=O)NCCc2ccc(F)cc2)s1
  A: -3	B: 3	C: 3	D: 4	E: 12	F: 3.3	G: -2

O=C1c2cc(Br)ccc2OC2C=CC=CC12 (configuration not stated)
  A: 5	B: -6	C: -3	D: 5	E: -3	F: 3.9	G: 1

CCNC(=O)N1CCN(c2ccc(N3CCN(Cc4ccccc4)[C@H](C)C3)c(C)c2)[C@@H](C)C1
  A: 2	B: ·	C: 3	D: -1	E: -6	F: -1.9	G: 1

Cc1ccc(CN2CCSc3ccc(C(=O)NCc4ccco4)cc32)cc1
  A: -1	B: ?	C: -3	D: -1	E: 2	F: 0.2	G: 3

Cc1nc2nc(-c3ccccc3)nn2c(C)c1C
  A: -4	B: 2	C: -3	D: -4	E: 15	F: 0.3	G: 2

CCNC(=O)C[C@@H]1CC[C@@H]2[C@@H](COc3ccc(NC(=O)Nc4cccc(C)c4)cc3C(=O)N2C)O1
  A: 4	B: -11[16.7 µM]	C: -1	D: 0	E: ?	F: 2.6	G: 1

C[C@@H]1CN([C@@H](C)CO)C(=O)c2cc(NC(=O)Nc3ccc(F)cc3)ccc2O[C@H]1CN(C)Cc1ccncc1
  A: 2	B: -1[16.7 µM]	C: 3	D: 2	E: -1	F: 4.7	G: -2

CCC(C)Sc1nc2c(cnn2-c2ccc(C)cc2)c(=O)[nH]1 (configuration not stated)
  A: 1	B: -4	C: -4	D: -2	E: 0	F: 3.0	G: -3

CNC[C@@H]1Oc2ncc(-c3ccc(OC)cc3)cc2C(=O)N([C@H](C)CO)C[C@@H]1C
  A: 2&-5	B: -5[16.7 µM]	C: 1&-6	D: -6&1	E: -1&0	F: -1.5&0.0	G: 2

CSCCC(NC(=O)c1cccc(C)c1)C(=O)NCc1cccs1 (configuration not stated)
  A: -1	B: ·	C: -2	D: 6	E: 12	F: 0.2	G: 7

COc1c2c(cc3oc(C)cc(=O)c13)OC(C(C)(C)OC1OC(CO)C(O)C(O)C1O)C2 (configuration not stated)
  A: -2	B: -12	C: -4	D: -1	E: ?	F: 0.3	G: 8

C[C@H]1CN([C@@H](C)CO)C(=O)c2cc(NC(=O)Nc3cccc4ccccc34)ccc2O[C@@H]1CN(C)Cc1ccc(Oc2ccccc2)cc1
  A: 4	B: -3[16.7 µM]	C: -5	D: -3	E: 18	F: -1.2	G: -3

Cc1ccc(/C=C/C(=O)OCC(=O)NC(=O)NCc2ccccc2)cc1
  A: -21	B: ·	C: -2	D: -2	E: 8	F: 0.3	G: 0

COC(=O)C1=C(C)N(C)C(=NCc2ccc(OC)cc2)NC1c1ccccc1C(F)(F)F (configuration not stated)
  A: -2	B: ·	C: 2	D: 2	E: -3	F: 1.8	G: -10

CCC(=O)N1[C@H](CO)[C@@H](c2ccccc2-c2cccc(C)c2)[C@@H]1C#N
  A: 3	B: ·	C: 4	D: 4	E: 3	F: 0.8	G: 4

N#CC(C#N)=NNc1ccc([N+](=O)[O-])cc1
  A: ·	B: ·	C: ·	D: 7	E: 3	F: 0.9	G: -7

Entries of single compounds from above:
Shown for O=C(O)Cn1ccc2cc(S(=O)(=O)N3CCCCC3)ccc21 : SIRT5 block: ·; miR-122 sensor: 3; ERAP1 HTS inh: -1; CASP6 VEID inh: 0; DENV2 CPE rescue: 18; CFTR F508del cor: 1.2; ERp5 inh: -5
Shown for C[C@@H]1CN([C@@H](C)CO)C(=O)c2cc(NC(=O)Nc3ccc(F)cc3)ccc2O[C@H]1CN(C)Cc1ccncc1 : SIRT5 block: 2; miR-122 sensor: -1[16.7 µM]; ERAP1 HTS inh: 3; CASP6 VEID inh: 2; DENV2 CPE rescue: -1; CFTR F508del cor: 4.7; ERp5 inh: -2
Shown for O=C1c2cc(Br)ccc2OC2C=CC=CC12 (configuration not stated) : SIRT5 block: 5; miR-122 sensor: -6; ERAP1 HTS inh: -3; CASP6 VEID inh: 5; DENV2 CPE rescue: -3; CFTR F508del cor: 3.9; ERp5 inh: 1

Next part
Field names – A = SIRT5 block; B = miR-122 sensor; C = ERAP1 HTS inh; D = CASP6 VEID inh; E = DENV2 CPE rescue; F = CFTR F508del cor; G = ERp5 inh
CC(C)C(=O)N(Nc1nc2ccccc2s1)C(=O)C(C)C
  A: ·	B: ·	C: 7	D: 2	E: 2	F: -0.1	G: 0

C[C@H](O)CNC(=O)c1[nH]cnc1C(=O)Nc1ccc(CNC(=O)OC(C)(C)C)cc1
  A: ·	B: 0	C: 1	D: -4	E: -4	F: 4.0	G: -4

COc1ccc(S(=O)(=O)N(CC(=O)NCc2ccco2)c2ccccc2OC)cc1
  A: -13	B: 6	C: 1	D: ·	E: 1	F: 1.0	G: -1

CCOc1ccc(C2C(C(=O)/C=C/c3ccco3)=C(O)C(=O)N2CCN2CCOCC2)cc1OC (configuration not stated)
  A: 1	B: ·	C: 0	D: 6	E: -6	F: 2.1	G: 4

COc1ccc(CN2C(=O)c3cccnc3C2=O)cc1S(=O)(=O)N1CCCCC1
  A: -1	B: 6	C: -1	D: 0	E: 10	F: -1.0	G: 1

CS(=O)(=O)Nc1ccc2c(c1)[C@@H]1C[C@H](CC(=O)NC3CCCCC3)O[C@@H](CO)[C@@H]1O2
  A: -2	B: 1[16.7 µM]	C: 0	D: -2	E: 0	F: 1.4	G: -2

O=C(NCc1ccco1)NC(=O)c1csc([N+](=O)[O-])c1
  A: 1	B: 1	C: 5	D: 2	E: -5	F: 1.5	G: 0

O=C(NC1C=CS(=O)(=O)C1)c1ccccc1 (configuration not stated)
  A: 1	B: ·	C: 8	D: 6	E: 3	F: ·	G: 0

Nc1nc(-c2ccc3c(c2)CCO3)cs1
  A: 0	B: ·	C: 1	D: -2	E: 2	F: 0.8	G: -7

COc1ccccc1-n1c(-c2ccco2)n[nH]c1=S
  A: 0	B: 2	C: 18	D: ·	E: -2	F: -9.3	G: 1

C[C@H](CO)N1C[C@H](C)[C@H](CN(C)S(=O)(=O)c2ccccc2)Oc2ccc(NC(=O)CCCCCC(=O)Nc3ccccc3N)cc2C1=O
  A: ·	B: ·	C: 3	D: 0	E: 4	F: -1.1	G: 5

O=C(C[C@@H]1C[C@@H]2c3cc(NC(=O)C4CCC4)ccc3O[C@@H]2[C@H](CO)O1)NCc1cccc(F)c1
  A: 3	B: 31[16.7 µM]	C: -1	D: -3	E: 1	F: 3.0	G: 1

O=C(c1ccccc1)C1C(c2ccccc2)C1[N+](=O)[O-] (configuration not stated)
  A: -2	B: 5	C: 1	D: 3	E: -3	F: 2.1	G: 2

Cc1ccccc1S(=O)(=O)N1C[C@H](O)COC[C@H]2O[C@@H](CC(=O)N3CCCCC3)CC[C@@H]21
  A: 8	B: 7[16.7 µM]	C: 2	D: -1	E: -2	F: -1.1	G: 3

CN1CCN(C(=S)c2cn(Cc3ccc(F)cc3)c3ccccc23)CC1
  A: -4	B: ·	C: 0	D: 2	E: 8	F: -0.6	G: 0

CCOC(=O)Cc1ccc(NC(=O)c2ccc([N+](=O)[O-])cc2)cc1
  A: 0	B: ·	C: 2	D: -6	E: ·	F: 1.2	G: 1

COC(=O)C[C@@H]1CC[C@@H]2[C@@H](COc3ccc(NS(=O)(=O)c4ccc(C)cc4)cc3C(=O)N2C)O1
  A: 3	B: -1[16.7 µM]	C: -1	D: -1	E: 5	F: -0.1	G: -1

CO[C@@H]1CN(C)C(=O)c2ccc(NC(=O)C3CC3)cc2OC[C@@H](C)N(Cc2cc(F)ccc2F)C[C@H]1C
  A: -1	B: ·	C: 1	D: -3	E: -3	F: 2.3	G: 4

Clc1ccc(-c2cccs2)nn1
  A: -1	B: ·	C: -1	D: 1	E: -3	F: -0.2	G: 0

CC1(C(=O)NS(=O)(=O)c2ccccc2)CCN1C(=O)C1CCCCC1 (configuration not stated)
  A: -5	B: -3	C: 1	D: 1	E: -2	F: 2.0	G: -5

O=C(CSc1cccs1)NCCc1ccccc1
  A: -4	B: ·	C: 0	D: -1	E: 5	F: ·	G: 8

COC(=O)c1ccccc1S(=O)(=O)N1CCC(C(=O)NC2CCCCC2C)CC1 (configuration not stated)
  A: -6	B: 0	C: -3	D: -1	E: -1	F: -3.6	G: 4

CN1CCN(C(=O)C[C@@H]2CC[C@H]3[C@@H](COC[C@H](O)CN3C(=O)Nc3cc(Cl)cc(Cl)c3)O2)CC1
  A: 0	B: -3[16.7 µM]	C: -1	D: -1	E: 1	F: 2.5	G: -3

COc1ccc(CCNC(=O)c2ccc3ccccc3n2)cc1
  A: -1	B: 1	C: 2	D: 0	E: -5	F: -1.7	G: 2

Cc1ccc(S(=O)(=O)N(C)CC(=O)OCC(=O)N2CCCC2=O)cc1
  A: ·	B: ·	C: -3	D: 7	E: -3	F: -2.7	G: 1

O=C(c1cccc([N+](=O)[O-])c1)N1CCCC(C(=O)N2CCc3ccccc3C2)C1 (configuration not stated)
  A: -2	B: 5	C: 2	D: 0	E: -2	F: -0.7	G: -7

Cc1ccc(N2C(=O)CC(NCC3CCCO3)C2=O)cc1 (configuration not stated)
  A: -1	B: ·	C: -2	D: 0	E: 0	F: 1.7	G: 0

COc1ccc(NC(=S)N/N=C/c2ccc(F)cc2)cc1OC
  A: -2	B: ·	C: -5	D: 1	E: 5	F: ·	G: 0

NC(=O)C1CCN(c2cc(Cl)nc(N)n2)CC1
  A: 1	B: 4	C: 1	D: -4	E: 9	F: 0.2	G: -7

COc1ccccc1C(=O)COC(=O)CSC(C)C(=O)Nc1cc(C)on1 (configuration not stated)
  A: 0	B: -4	C: -3	D: 0	E: 1	F: -2.4	G: -5

C[C@H](CO)N1C[C@H](C)[C@@H](CN(C)Cc2cncnc2)Oc2cc(Br)ccc2S1(=O)=O
  A: 1&6&5	B: 3	C: 5&-2&-2	D: 2&0&0	E: -4&12&-9	F: 0.9&1.8&3.8	G: -4&6&1

CCC(=O)N1CCC(C)(C(=O)Nc2ccc(OC)c(OC)c2)C1 (configuration not stated)
  A: ·	B: -3	C: -3	D: -10	E: -7	F: 4.2	G: -1

Cc1ccc(Nc2n[nH]c(=S)s2)cc1F
  A: -3	B: ·	C: 1	D: 5	E: 8	F: 0.3	G: 2

Outcome played no part in choosing rows, and some 4% of all compounds hit somewhere here.
